# Compound activity (PubChem)
# GSTO1 counter: blocks human GSTO1 in RBBP9 counter-screen | P78417 | inhibition, % at 5.96 µM | recombinant GSTO1, activity-based probe fluorescence polarization | AID 1974 | actives 1.1% (n = 300,000);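 active means inhibition above the campaign mean inhibition plus 3 SD, cut at about 35% in these data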;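 further: 0% = GSTO1-1 with DMSO and 100% = wells lacking GSTO1-1 enzyme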
# PAFAH1B3 FP inh: PAFAH1B3 (human) inhibition | Q15102 | recombinant PAFAH1B3, FP-rhodamine probe, fluorescence polarization | inhibition, % at 3.39 µM | actives 0.28% (n = 340,000) | AID 492972;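 active means inhibition above the screen-wide average of all tested compounds plus 3 SD, cut at about 25% in these data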;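 further: 0% = enzyme with DMSO only and 100% = wells lacking PAFAH1B3 protein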
# LYPLA1 counter: LYPLA1 (human) inhibition in PME1 counter-screen | recombinant LYPLA1, FP-Rh probe fluorescence polarization | inhibition, % at 5.9 µM | actives 0.16% (n = 320,000);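 active means inhibition above the mean of all tested compounds plus 3 SD, set per campaign, cut at about 14% in these data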;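 further: inhibitors block serine hydrolase probe labeling of LYPLA1 so polarization falls; 0% = enzyme with DMSO and 100% = wells lacking LYPLA1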
# PAD4 inh: blocks human protein arginine deiminase 4 | AID 485272 | Q9UM07 | actives 0.41% (n = 330,000) | inhibition, % at 6.36 µM | recombinant PAD4, RCA probe fluorescence polarization;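 active means percent inhibition above a cutoff equal to the mean of all tested compounds plus 3 SD, cut at about 15% in these data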;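 further: 0% = PAD4 with RCA probe and DMSO and 100% = probe without PAD4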
# Target sequence (Q9UM07 whole entry, looked up): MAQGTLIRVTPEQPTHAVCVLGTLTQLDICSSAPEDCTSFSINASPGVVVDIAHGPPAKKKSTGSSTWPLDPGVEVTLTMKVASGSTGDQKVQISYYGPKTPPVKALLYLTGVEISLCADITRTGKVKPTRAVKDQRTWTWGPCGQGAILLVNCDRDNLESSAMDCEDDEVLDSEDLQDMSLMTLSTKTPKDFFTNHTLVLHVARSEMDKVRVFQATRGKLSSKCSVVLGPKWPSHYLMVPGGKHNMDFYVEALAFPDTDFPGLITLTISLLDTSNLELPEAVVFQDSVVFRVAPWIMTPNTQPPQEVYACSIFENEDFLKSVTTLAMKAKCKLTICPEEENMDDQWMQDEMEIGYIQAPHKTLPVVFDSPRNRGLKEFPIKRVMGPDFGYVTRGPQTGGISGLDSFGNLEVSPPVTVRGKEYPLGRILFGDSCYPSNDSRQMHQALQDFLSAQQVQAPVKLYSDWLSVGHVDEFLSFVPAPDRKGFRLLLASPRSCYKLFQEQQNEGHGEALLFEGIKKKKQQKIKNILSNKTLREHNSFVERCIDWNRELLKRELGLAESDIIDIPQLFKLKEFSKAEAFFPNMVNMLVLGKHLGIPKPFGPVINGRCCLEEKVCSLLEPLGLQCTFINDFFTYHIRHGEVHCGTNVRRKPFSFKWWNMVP
# PREPL inh: inhibits the human prolyl oligopeptidase-like enzyme | actives 0.68% (n = 320,000) | Q4J6C6 | recombinant PREPL, fluorescence polarization activity-based probe | inhibition, % at 5.96 µM | AID 2751; in the data active means inhibition above about 43%;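 further: 0% = enzyme with DMSO and 100% = wells lacking enzyme; many of its hits are not listed in these tables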
# EBNA-1 inh: blocks EBNA-1 binding to DNA; inhibition, % at 14.8 µM; EBNA-1 DNA binding, fluorescence polarization; actives 0.34% (n = 300,000); in the data active means inhibition above about 28%
# PAFAH2 inh: PAFAH2 (human) inhibition; Q99487; recombinant PAFAH2, FP-rhodamine activity probe, fluorescence polarization; inhibition, % at 3.39 µM; actives 0.99% (n = 340,000);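 active means inhibition above the mean over all tested compounds plus 3 SD, cut at about 30% in these data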;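 further: inhibitors block probe labeling of enzyme so polarization drops; 0% = enzyme with DMSO and 100% = wells lacking PAFAH2 protein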
# LYPLA2 inh: LYPLA2 (human) inhibition in PME1 counter-screen | O95372 | recombinant LYPLA2, FP-Rh probe fluorescence polarization | inhibition, % at 5.9 µM | actives 0.38% (n = 320,000);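 active means inhibition above the screen-wide mean plus 3 SD, limit set per campaign, cut at about 26% in these data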;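 further: 0% = LYPLA2 with DMSO and 100% = wells lacking LYPLA2 enzyme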
# ZTA DNA inh: blocks Epstein-Barr virus ZTA, an EBNA-1 counter-screen; P03206; ZTA-DNA binding, fluorescence polarization; inhibition, % at 11 µM; actives 0.15% (n = 320,000); AID 2234; in the data active means inhibition above about 33%
# Target sequence (P03206 whole entry, looked up): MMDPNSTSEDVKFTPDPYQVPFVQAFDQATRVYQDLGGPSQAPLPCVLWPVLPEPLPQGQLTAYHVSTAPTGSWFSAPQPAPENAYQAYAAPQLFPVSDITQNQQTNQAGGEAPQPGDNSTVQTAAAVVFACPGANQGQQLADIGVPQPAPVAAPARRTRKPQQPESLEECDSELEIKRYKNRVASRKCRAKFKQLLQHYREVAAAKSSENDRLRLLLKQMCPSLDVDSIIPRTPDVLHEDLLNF
# The depositor's hits bear a star; · = no result given; & = joins results of further samples. Not all compounds are listed; the hit share may differ from the screen's.
SMILES	GSTO1 counter	PAFAH1B3 FP inh	LYPLA1 counter	PAD4 inh	PREPL inh	EBNA-1 inh	PAFAH2 inh	LYPLA2 inh	ZTA DNA inh
O=C(CNC(=O)c1ccc(F)cc1)NCc1ccccn1	·	3	2	3	6	·	9	5	-18
CN(c1ccc(C(=O)Nc2ccc3c(c2)OCO3)cc1)S(C)(=O)=O	12	3	0	2	9	-8	-8	1	-9
O=C(CN(CC1CCCO1)C(=O)CCC(=O)Nc1nccs1)NCc1ccc2c(c1)OCO2 (stereo unspecified)	13	4	2	3	-4	2	1	4	-6
CC(=O)C[C@H]1c2ccccc2S(=O)(=O)N1C1CCCCC1	18	-2	-1	3	10	0	2	2	2
N#CC1(c2ccccc2)CCC(=NO)CC1 (stereo unspecified)	-5	-1	-2	0	0	5	4	-5	13
O=[N+]([O-])c1cc(Br)cc(C=Nc2ccc3c(c2)OCO3)c1O	43*	7	-3	-1	21	-6	18	3	8
COc1cccc(C(=O)Nc2ccccc2)c1	7	9	-3	6	5	-11	6	7	-5
O=C(CSc1nc2scc(-c3ccco3)c2c(=O)n1-c1ccccc1)NCC1CCCO1 (stereo unspecified)	-1	-2	4	-3	10	14	11	4	-11
COc1cc(CNCCNC(=O)c2nonc2N)ccc1OCc1ccc(Cl)cc1	-16	0	-3	-3	9	-8	0	-2	-10
Cc1nc2nc(SCC(=O)NCCCN3CCCC(C)C3)nn2c(C)c1Cc1ccccc1Cl (stereo unspecified)	3	2	6	-2	5	0	1	15	-9
CN(C(=O)Cn1nc(C(=O)O)c2ccccc2c1=O)c1ccccc1	11	7	3	-2	-10	4	-7	-1	-6
O=C(Nc1ccc(S(=O)(=O)N2CCCCCC2)cc1)c1c(F)cccc1F	-3	2	-3	-4	13	11	-3	-1	6
O=C(NC(=S)NCCc1ccccn1)c1ccccc1	-1	0	2	1	18	4	8	5	2
O=C1CC(=C(c2ccccc2)c2ccccc2)C(=O)N1CCCCN1CCN(c2ccccc2)CC1	0	3	-1	-2	36	-2	7	1	8
O=C1C=C(c2ccc(F)cc2OCc2ccccc2)C[C@@H](c2ccc(F)cc2)C1	·	3	-2	-7	5	·	-2	-4	5
CCOC(=O)c1c(N)sc(C(=O)N(C)C)c1C	6	4	-2	2	2	5	-9	0	-6
CCN(CC(=O)Nc1ccccc1C(F)(F)F)C(=O)c1oc2c(Cl)cccc2c1C	-4	3	-3	2	4	-17	5	-4	-8
CCCCCCCCCCCCCCCC[n+]1cccc(C(=O)N(CC)CC)c1	2	2&5	4	1	50*	-1	-5&-1	10	-9
O=c1c2ccccc2nnn1CCO	7	18	1	-2	-3	-7	-3	4	8
CSCCC(NC(=O)COc1ccccc1)C(=O)OCCOc1ccc(Br)cc1 (stereo unspecified)	-2	2	-3	-5	6	-13	0	-1	-6

# Rewritten with two lines to a compound: 14 of the compounds above
# Values run as follows: GSTO1 counter	PAFAH1B3 FP inh	LYPLA1 counter	PAD4 inh	PREPL inh	EBNA-1 inh	PAFAH2 inh	LYPLA2 inh	ZTA DNA inh
COc1cccc(C(=O)Nc2ccccc2)c1
 : 7	9	-3	6	5	-11	6	7	-5
O=C(CSc1nc2scc(-c3ccco3)c2c(=O)n1-c1ccccc1)NCC1CCCO1 (stereo unspecified)
 : -1	-2	4	-3	10	14	11	4	-11
COc1cc(CNCCNC(=O)c2nonc2N)ccc1OCc1ccc(Cl)cc1
 : -16	0	-3	-3	9	-8	0	-2	-10
Cc1nc2nc(SCC(=O)NCCCN3CCCC(C)C3)nn2c(C)c1Cc1ccccc1Cl (stereo unspecified)
 : 3	2	6	-2	5	0	1	15	-9
CN(C(=O)Cn1nc(C(=O)O)c2ccccc2c1=O)c1ccccc1
 : 11	7	3	-2	-10	4	-7	-1	-6
O=C(Nc1ccc(S(=O)(=O)N2CCCCCC2)cc1)c1c(F)cccc1F
 : -3	2	-3	-4	13	11	-3	-1	6
O=C(NC(=S)NCCc1ccccn1)c1ccccc1
 : -1	0	2	1	18	4	8	5	2
O=C1CC(=C(c2ccccc2)c2ccccc2)C(=O)N1CCCCN1CCN(c2ccccc2)CC1
 : 0	3	-1	-2	36	-2	7	1	8
O=C1C=C(c2ccc(F)cc2OCc2ccccc2)C[C@@H](c2ccc(F)cc2)C1
 : ·	3	-2	-7	5	·	-2	-4	5
CCOC(=O)c1c(N)sc(C(=O)N(C)C)c1C
 : 6	4	-2	2	2	5	-9	0	-6
CCN(CC(=O)Nc1ccccc1C(F)(F)F)C(=O)c1oc2c(Cl)cccc2c1C
 : -4	3	-3	2	4	-17	5	-4	-8
CCCCCCCCCCCCCCCC[n+]1cccc(C(=O)N(CC)CC)c1
 : 2	2&5	4	1	50*	-1	-5&-1	10	-9
O=c1c2ccccc2nnn1CCO
 : 7	18	1	-2	-3	-7	-3	4	8
CSCCC(NC(=O)COc1ccccc1)C(=O)OCCOc1ccc(Br)cc1 (stereo unspecified)
 : -2	2	-3	-5	6	-13	0	-1	-6

# New compounds follow.
SMILES	GSTO1 counter	PAFAH1B3 FP inh	LYPLA1 counter	PAD4 inh	PREPL inh	EBNA-1 inh	PAFAH2 inh	LYPLA2 inh	ZTA DNA inh
CCc1ccc(C2=CSC3=NCCN23)cc1	1	8	1	5	-5	8	3	2	7
CCC(=O)Nc1cnc(NC(=O)c2cccc(F)c2)cc1C	1	-3	1	4	6	9	-3	-1	1
COc1cc(/C=N/NC(=O)C[n+]2ccccc2)cc(OC)c1OC(C)=O	7	-4	1	-2	1	-1	6	2	12
CC(C)CN(CC(C)C)c1nnc(NC(=O)Cn2c(=O)oc3ccccc32)s1	1	-4	0	-2	21	0	11	-4	-3
CCOC(=O)C1CCN(S(=O)(=O)c2ccc3c(ccn3C)c2)CC1	-6	7	8	-1	6	5	4	11	3
CCCCN(CC)CCCNC(=O)Cn1nc(Cc2cccnc2)c2ccccc2c1=O	-2	3	0	-5	13	-3	2	4	-7
CC(C)(C)c1ccccc1OCCCCCNCCO	5	7	2	-1	-22	-6	7	3	-10
O=C(CCCCn1c(=O)[nH]c2ccccc2c1=O)NCCc1c[nH]c2ccccc12	-4	8	0	-1	-8	3	1	-1	-1
Cc1ccc(S(=O)(=O)NCc2ccco2)c(C)c1C	8	6	3	0	0	-2	-2	-7	-14
CC1=NS(=O)(=O)c2cc(Cl)ccc2N1	6	-5	0	2	-4	1	8	3	6
Cc1ccc(C(C)NC(=O)c2cc3cc(Br)ccc3oc2=N)cc1 (stereo unspecified)	-1	7	1	-4	5	-11	2	-1	-5
O=C(O)C1CCN(S(=O)(=O)N2CCOCC2)CC1	-8	5	-2	-7	11	-15	3	-3	-13
Cc1nonc1C(=O)N/N=C/c1ccccc1	4	3	-1	-3	-1	-6	1	1	-10
Cc1ccc(Nc2nc(C)cc(C)n2)c(Br)c1	3	2	-2	-1	2	-4	-1	5	2
O=C(Nc1nnc(-c2ccc3c(c2)CCCC3)o1)c1ccc(Cl)cc1Cl	-49	7	1	-6	1	4	5	3	6
Cc1ccc2c(c1)C1CN(C)CCC1N2C(=O)COc1ccc(N(C)S(=O)(=O)c2cccs2)cc1 (stereo unspecified)	4	11	2	3	-2	-4	-3	5	-3
COc1ccc(OCC(=O)O/N=C(\N)c2ccc(OC)c(OC)c2)cc1	-2	9	0	2	0	7	1	2	-2
CC(C)=C[C@@H]1C[C@H](C)[C@H]2CC[C@H](C)c3c(O[C@@H]4O[C@@H](C)[C@@H](O)[C@@H](O)[C@@H]4O)c(O)c(C)c1c32	·	11	·	-1	11	·	-9	·	·
COc1ccc(NC(=O)C(C)N2C(=O)c3ccccc3S2(=O)=O)c(OC)c1 (stereo unspecified)	9	3	0	-1	6	2	-6	0	-26
CC1CN(C(=O)c2cc(-c3ccncc3)nc3ccccc23)CC(C)O1 (stereo unspecified)	·	13	-1	-2	-4	·	-6	3	-8
COCCNC(=O)NC(=O)COC(=O)c1cc([N+](=O)[O-])ccc1Sc1nc(C)cs1	17	-1	-2	0	16	-4	1	4	2
Cn1c(Cc2cccc3ccccc23)nnc1SCC(=O)N1CCN(c2cccc(Cl)c2)CC1	-1	0	1	6	14	-7	-4	5	22
Cc1ccc(C)c(N2CCN(S(=O)(=O)c3cn(C)cn3)CC2)c1	3	4	5	1	6	-13	4	-1	-3
O=C(CNC(=O)Cc1ccccc1)NCC(=O)OCC(=O)c1ccc(F)cc1	2	5	6	-5	18	-5	-11	4	-21
CNc1nc(N)c([N+](=O)[O-])c(NCc2ccccc2)n1	0	9	6	0	-8	0	-3	3	3
Cc1ccc(Cn2ccc(NC(=O)c3cc(-c4cccc(Cl)c4)on3)n2)cc1	0	5	-1	0	-3	10	-3	1	-7
CCOc1ccc(N2C(=O)Nc3ccccc3C2(O)C(=O)N2CCN(c3ccccn3)CC2)cc1 (stereo unspecified)	8	12	2	-2	-1	-7	-3	13	-4
Cc1c(NC(=O)c2cccs2)cccc1-c1nc2ccccc2s1	-3	7	-5	0	6	-2	-9	-7	4
Cc1ccc(S(=O)(=O)Oc2ccc(/C=C(/NC(=O)c3ccccc3)C(=O)NCCCC(=O)O)cc2)cc1	17	7	-1	1	3	-6	7	0	5
Cc1ccc(C(=O)C2=C(O)C(=O)N(Cc3cccnc3)C2c2cccc([N+](=O)[O-])c2)o1 (stereo unspecified)	-3	12	3	-6	5	0	4	3	8
Cc1ccc(NC(=O)NC(=O)CN2CCC(C(N)=O)CC2)c(C)c1	·	3	-1	2	8	·	-1	0	3
COc1ccc(OC)c2sc(N(CCN(C)C)C(=O)c3ccc4ccccc4c3)nc12	2	-1	4	-9	18	-14	4	5	-16
COc1ccccc1CCC(=O)NCCCn1ccc2ccccc21	-9	3	-2	-5	-10	-13	7	-3	4
COc1cccc(CNc2ccc3[nH]c(=O)[nH]c3c2)c1OCc1ccccc1F	-11	7	2	-2	15	3	3	8	3
O=C(Nc1ccc(-c2nnn(CC(=O)N3CCN(C(=O)c4ccco4)CC3)n2)cc1)c1ccccc1F	2	·	3	0	7	7	·	1	6
C[C@H](N)c1nnc(SCc2c(Cl)cccc2Cl)o1	1	0	10	-2	6	5	-7	7	0
CC(=O)O[C@H]1CC[C@@]2(C)[C@@H](CC[C@H]3[C@@H]4CC[C@H](C(C)O)[C@@]4(C)CC(=O)[C@@H]32)C1 (stereo partly specified)	3	13	-4	1	-2	10	8	1	14
NC(=O)c1ccsc1NC(=O)COC(=O)Cc1c[nH]c2ccccc12	-2	-1	-6	2	7	-3	5	-10	1
O=c1ccc2cc(S(=O)(=O)Nc3ccc(F)cc3)ccc2o1	4	2	1	-2	-2	0	-3	6	14
CC(=O)CC(C)(C)n1nnc(-c2ccccc2)n1	-5	6	3	1	-4	3	7	1	7
Cc1ccc(-c2nnn(CCC(=O)NC3CCCC3)n2)cc1	0	4	1	1	-1	7	4	2	-8
COc1ccc(CCNC(=O)Cn2c(=O)n(-c3ccc(F)cc3F)c(=O)c3sccc32)cc1OC	1	4	-4	5	11	10	-7	5	-1
OCC[C@@H]1C[C@H](O)[C@@H](O)[C@]2(CCc3ccccc3CO2)O1	0	4	5	4	8	-1	1	-1	11
CN(C)NC(=O)c1ccsc1NC(=O)c1ccc(S(=O)(=O)N2CCCC2)cc1	-11	4	-1	0	10	-3	-9	1	-6
